S3 lipid droplet – qHTS Assay for Lipid Storage Modulators in Drosophila S3 Cells; Drosophila S3 cells, BODIPY lipid droplet fluorescence, 18-24 h; cells fed with added oleic acid; Potency in µM for hits, for the others lipid storage change, negative = inhibition, % at the top dose, mostly 46.1 µM; 320,000 tested, 0.64% active; active means well fitted inhibition curve with a large enough effect in the signal ratio, with a control signal flat, not every such curve was filed as active; inconclusive means small, poorly fitted or top-dose-only effect, or effect the other way, or a change in a side signal; the % refers to the signal ratio
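Drosophila S3 cells got compounds at several concentrations plus oleic acid (400 uM solution). Laser-scanning cytometry with 488 nm excitation read lipid droplets at 500-530 nm and cells at 575-640 nm. Percent activity was relative to 20 uM Triacsin C.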
S3 lipid droplet cell count max – second read-out of S3 lipid droplet, no call of its own (marks repeat the call); cell number change, %; measured here: cell count max response;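 cells counted by Cell Tracker Red CMTPX staining in the red channel; peak over a dose series mostly up to 46.1 µM; percent activity relative to internal control wells on each plate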
Active calls of the source: *. On the % scale 0 is the no-effect control and ±100 the full control effect; potency means the concentration at half of the fitted maximal effect. The list is partial; rates above refer to the full screens.

For CCOc1cccc(/C=N/NC(=O)c2cc(-c3cccn3C)n[nH]2)c1O the results were S3 lipid droplet inconclusive.
For O=C(O)COc1ccccc1/C=N/NC(=O)CSc1nc2ccccc2s1 the results were S3 lipid droplet inconclusive.
`COc1cccc(/C=C/C(=O)OCC(=O)Nc2cc(C(F)(F)F)ccc2Cl)c1` gave S3 lipid droplet 13% and S3 lipid droplet cell count max 1.
Screening CCOC(=O)c1ccc(Oc2nc(OC)nc(N(C)C)n2)cc1 returned S3 lipid droplet 1% and S3 lipid droplet cell count max 2.
Screening CC1(C(=O)O)CCC(C(=O)Nc2ccc(F)cc2)C1(C)C (stereo unspecified) returned S3 lipid droplet inconclusive.
Nc1nc(O)c(Sc2ccccc2[N+](=O)[O-])c(=O)[nH]1 was read as S3 lipid droplet inconclusive.
CN(c1ccccc1)S(=O)(=O)c1cccc(NC(=O)CSc2nncs2)c1 was read as S3 lipid droplet inconclusive.
Screening COc1ccc(OC)c(-c2nc3ccccc3nc2-c2ccccc2)c1 returned S3 lipid droplet inconclusive.
`C=CCn1c(SCC(=O)c2ccc(O)c(O)c2)nnc1-c1ccccc1OC` gave S3 lipid droplet 16% and S3 lipid droplet cell count max -1.
COc1ccc(C(=O)OCC#CCSc2nnc(-c3cccc4ccccc34)o2)cc1 was read as S3 lipid droplet inconclusive.
For CN(CCc1ccccn1)C(=O)CCC1CCCN(C(=O)CCOc2ccccc2)C1 (stereo unspecified) the results were S3 lipid droplet -13% and S3 lipid droplet cell count max -13.
`COc1ccc(/C=N/NC(=O)c2ccccc2OC)cc1COc1ccccc1[N+](=O)[O-]` gave S3 lipid droplet inconclusive.
`CCN(CC)S(=O)(=O)c1ccc(/C=C/C(=O)OCC(=O)Nc2ccc(S(N)(=O)=O)cc2)cc1` gave S3 lipid droplet 1% and S3 lipid droplet cell count max 2.
For COc1ccc(CCN(CC(=O)NC(C)(C)C)C(=O)Cn2nnc(-c3ccc(C)o3)n2)cc1OC the results were S3 lipid droplet inconclusive.
COc1ccc(C(=O)OCC(=O)N2C(C)CCCC2C)cc1[N+](=O)[O-] (stereo unspecified) was read as S3 lipid droplet 22%.
`CC(C)c1nc(SCC(=O)Nc2ccc3c(c2)OCCO3)n[nH]1` gave S3 lipid droplet 1% and S3 lipid droplet cell count max 9.
For COc1cc(/C=C/C(=O)O)cc(S(=O)(=O)Nc2ccc(F)cc2)c1OC the results were S3 lipid droplet inconclusive.
Cn1c(SCC(=O)NCC2CCCO2)nnc1-c1ccco1 (stereo unspecified) was read as S3 lipid droplet -3% and S3 lipid droplet cell count max -15.
Screening Cc1ccc(S(=O)(=O)c2ccc(Oc3cccc(C)c3)cc2)cc1 returned S3 lipid droplet inconclusive.
`COc1ccc(NC(=O)C2CCCN(S(=O)(=O)c3ccc4c(c3)CCCN4C(C)=O)C2)cc1Cl` (stereo unspecified) gave S3 lipid droplet inconclusive.
For c1cncc(-c2cn(C[C@H]3CC[C@@H]([C@@H]4CC[C@H](Cn5cc(-c6cccnc6)nn5)O4)O3)nn2)c1 the results were S3 lipid droplet 15µM* and S3 lipid droplet cell count max 9.9*.
For COc1cccc(-c2csc(N3CCN(C(=O)NC45CC6CC(CC(C6)C4)C5)CC3)n2)c1 the results were S3 lipid droplet inconclusive.
Screening CN(Cc1ccccc1)C(=O)CN1C(=O)NC(C)(c2ccc(Cl)cc2)C1=O (stereo unspecified) returned S3 lipid droplet inconclusive.
Screening Nc1ccc(S(=O)(=O)NC2(C(F)(F)F)NC(=O)N(Cc3ccccc3)C2=O)cc1 (stereo unspecified) returned S3 lipid droplet inconclusive.
COC(=O)c1cn(C(=O)c2cc(Cl)ccc2Cl)c2ccccc12 was read as S3 lipid droplet 17% and S3 lipid droplet cell count max 21.
COc1ccc(CN(C)C(=O)c2ccc(NS(=O)(=O)c3ccccc3)cc2)c(OC)c1 was read as S3 lipid droplet inconclusive.
Screening CCOC(=O)N/N=C(C)/C=C/c1ccco1 returned S3 lipid droplet 8% and S3 lipid droplet cell count max 7.
Screening COc1ccc(CCC(=O)NCCS(=O)(=O)N2CCN(c3ccccc3F)CC2)cc1 returned S3 lipid droplet 1% and S3 lipid droplet cell count max -15.
Screening Cc1onc(-c2ccccc2)c1-c1n[nH]c(=S)n1-c1ccc(C(=O)O)cc1 returned S3 lipid droplet inconclusive.
Cc1cccnc1NC(=O)C1CCCN(S(=O)(=O)c2ccc3c(c2)oc(=O)n3C)C1 (stereo unspecified) was read as S3 lipid droplet inconclusive.

Brought forward from above: 4 entries; new compounds follow.
Screening CCOC(=O)N/N=C(C)/C=C/c1ccco1 returned S3 lipid droplet 8% and S3 lipid droplet cell count max 7.
Screening COc1ccc(CCC(=O)NCCS(=O)(=O)N2CCN(c3ccccc3F)CC2)cc1 returned S3 lipid droplet 1% and S3 lipid droplet cell count max -15.
Screening Cc1onc(-c2ccccc2)c1-c1n[nH]c(=S)n1-c1ccc(C(=O)O)cc1 returned S3 lipid droplet inconclusive.
Cc1cccnc1NC(=O)C1CCCN(S(=O)(=O)c2ccc3c(c2)oc(=O)n3C)C1 (stereo unspecified) was read as S3 lipid droplet inconclusive.
For CCCCOc1ccc(C(=O)N/C(=C/C=C/c2ccccc2)C(=O)N2CCOCC2)cc1 the results were S3 lipid droplet inconclusive.
`Cc1ccc(-n2c(SCn3nnc4ccccc4c3=O)nnc2-c2cccnc2)c(C)c1` gave S3 lipid droplet inconclusive.
For O=C(O)c1cn2c3c(ccc(Cl)c3c1=O)OCC2 the results were S3 lipid droplet inactive and S3 lipid droplet cell count max 11.
`CC1(C)Cc2c(C#N)c(NC3CCCCC3)nc(-c3ccco3)c2CO1` gave S3 lipid droplet inconclusive.
`Cc1cc(NC(=O)CSc2nnc(-c3cccc(F)c3)n2N)no1` gave S3 lipid droplet 4% and S3 lipid droplet cell count max 2.
`Cc1ccc(S(=O)(=O)N(C)C)cc1NC(=S)Nc1ccc2[nH]c(=O)[nH]c2c1` gave S3 lipid droplet inconclusive.
Screening COc1ccc(-c2ccc(SCC(=O)Nc3nccs3)nn2)cc1OC returned S3 lipid droplet 2% and S3 lipid droplet cell count max 17.
CC1CC1C(=O)N1CCN(S(=O)(=O)c2cccc(F)c2)CC1 (stereo unspecified) was read as S3 lipid droplet 15% and S3 lipid droplet cell count max 5.
`CC(C)NC(=O)c1ccc2c(c1)nnn2C` gave S3 lipid droplet inconclusive.
For CC(C)[C@H](NC(=O)c1ccccc1)C(=O)Nc1cccc(S(=O)(=O)N2CCOCC2)c1 the results were S3 lipid droplet inconclusive.
`Cc1cc(Nc2ncc(Cl)cc2Cl)n(-c2ccccc2)n1` gave S3 lipid droplet -2% and S3 lipid droplet cell count max -2.
For CCOc1ccccc1Nc1ccc2nonc2c1[N+](=O)[O-] the results were S3 lipid droplet inconclusive.
For COc1ccc(S(=O)(=O)Nc2ccccc2N2CCOCC2)cc1OC the results were S3 lipid droplet inconclusive.
Screening CCCCN(CCCC)C(=O)C1CC=CCC1C(=O)O (stereo unspecified) returned S3 lipid droplet 2% and S3 lipid droplet cell count max 2.
`CCOc1ccc(NC(=O)CSc2n[nH]c(N)n2)c([N+](=O)[O-])c1` gave S3 lipid droplet inconclusive.
Screening Cn1c(-c2ccccc2)cc(=O)c2ccccc21 returned S3 lipid droplet inconclusive.
`CN(Cc1ccccc1)C(=O)c1ccccc1N(C)S(=O)(=O)c1ccccc1` gave S3 lipid droplet 7% and S3 lipid droplet cell count max -10.
Screening CN(C)/C=N/C(=S)Nc1ccccc1Cl returned S3 lipid droplet inactive and S3 lipid droplet cell count max 12.
`Cc1ccc(C(=O)NNC(=O)c2cc3cc4ccccc4nc3s2)cc1` gave S3 lipid droplet inactive and S3 lipid droplet cell count max 28.
For CC1CCN(S(=O)(=O)c2ccc(NC(=O)CCN3C(=O)c4ccccc4C3=O)cc2)CC1 the results were S3 lipid droplet inconclusive.
Screening O=C(CSc1nnnn1-c1ccccc1)c1ccc(O)cc1O returned S3 lipid droplet 9% and S3 lipid droplet cell count max 17.
`Cc1ccc(S(=O)(=O)N2CCN(C(=O)CSC3CCCC3)CC2)c(C)c1` gave S3 lipid droplet inactive.
COc1cc(C=O)ccc1OCC(=O)N1CCCC1 was read as S3 lipid droplet -3% and S3 lipid droplet cell count max 12.
`CC(Sc1ccc(S(=O)(=O)N(C)C)cn1)C(=O)NC1CCCC1` (stereo unspecified) gave S3 lipid droplet -10% and S3 lipid droplet cell count max 4.
For CCC(Cc1ccccc1)NC(=O)c1cc(S(=O)(=O)N2CCCCC2)c[nH]1 (stereo unspecified) the results were S3 lipid droplet inconclusive.
For CCC(NC(=O)C1CCCO1)c1ccccc1 (stereo unspecified) the results were S3 lipid droplet inconclusive.
For C#Cc1cccc(C(=O)N2CCCC(C(=O)c3ccc(OC)cc3C)C2)c1 (stereo unspecified) the results were S3 lipid droplet inconclusive.
For C=CCn1c(SCc2ccccc2)nc2scc(-c3ccc(C)o3)c2c1=O the results were S3 lipid droplet 10% and S3 lipid droplet cell count max 12.
CCOc1ccc(CN2C(=O)c3ccccc3C2=O)cc1C(=O)NC1CC(C)(C)NC(C)(C)C1 was read as S3 lipid droplet inconclusive.
`CCOC(=O)c1cnc(SCC(=O)Nc2nc(C)c(C)s2)nc1N` gave S3 lipid droplet 1% and S3 lipid droplet cell count max -9.
`COc1ccc(-c2n[nH]c(=S)n2Cc2ccccc2)cc1` gave S3 lipid droplet 0% and S3 lipid droplet cell count max -1.
O=C(COC(=O)c1ccccc1NCCO)Nc1cc(C(F)(F)F)ccc1N1CCOCC1 was read as S3 lipid droplet inconclusive.
`O=C(NC1CCCC1)C(c1ccccn1)N(C(=O)c1csnn1)c1ccc(F)cc1` (stereo unspecified) gave S3 lipid droplet inconclusive.
O=C(NC(=S)N1CCCCCC1)c1ccccc1Cl was read as S3 lipid droplet -2% and S3 lipid droplet cell count max -5.
For COc1ccc(-c2csc(NC(=O)C3COc4ccccc4O3)n2)cc1OC (stereo unspecified) the results were S3 lipid droplet -9% and S3 lipid droplet cell count max 3.
For O=[N+]([O-])c1c(Nc2ccc(O)cc2)cc(Cl)c2nonc12 the results were S3 lipid droplet inconclusive.
`O=S(=O)(Nc1ccc(-c2cnco2)cc1)c1ccccc1` gave S3 lipid droplet 9%.
Screening CN=c1scc(C)n1/N=C/c1ccc(O)c(O)c1O returned S3 lipid droplet inactive.
COc1ccc(/C(N)=N/OC(=O)Cc2ccccc2)cc1 was read as S3 lipid droplet 7% and S3 lipid droplet cell count max -1.
For CCO[C@H]1OC(C(=O)NCc2ccccc2)=C[C@@H](C2CC2)[C@@H]1CCCO the results were S3 lipid droplet -6% and S3 lipid droplet cell count max 10.
`Cn1cc(/C=N/Nc2ccccc2)c2ccccc21` gave S3 lipid droplet inactive.
Cc1ccc(NC(=O)CN(C)S(=O)(=O)c2cccc3cccnc23)cc1F was read as S3 lipid droplet inconclusive.
For Clc1cccc(Cl)c1C1=NOC(c2nnc(-c3ccccc3)o2)C1 (stereo unspecified) the results were S3 lipid droplet inconclusive.
For COc1cccc(CNC(=O)CCC(=O)N2Cc3cccc(OC)c3Oc3ncccc32)c1OC the results were S3 lipid droplet -21%.
Screening CC/C(Cc1ccccc1)=N\NC(=O)c1cc(C)oc1C returned S3 lipid droplet -8% and S3 lipid droplet cell count max -15.
Screening O=C(COC(=O)c1cc(-c2cccs2)nn1-c1ccccc1)Nc1ccc(Cl)c([N+](=O)[O-])c1 returned S3 lipid droplet inconclusive.
For O=C(Nc1cccc(F)c1)N1CCC(c2ccccc2)CC1 the results were S3 lipid droplet inconclusive.
`CN1c2ccccc2Sc2cc(N)ccc21` gave S3 lipid droplet inconclusive.
`COc1ccc(C(=O)NCCN=C2NS(=O)(=O)c3ccccc32)cc1` gave S3 lipid droplet inconclusive.
Screening Nc1nc(-c2ccccc2)[nH]c(=O)c1N returned S3 lipid droplet inconclusive.
Cc1ccc(CNC(=O)C(Cc2ccccc2)n2cccc2)cc1 (stereo unspecified) was read as S3 lipid droplet inconclusive.
For Cc1ccc(S(=O)(=O)c2nc(-c3ccccc3)oc2SCC(=O)NCC2CCCO2)cc1 (stereo unspecified) the results were S3 lipid droplet inconclusive.
For COc1ccc(C(CCNCc2ccc(OC(C)C)cc2)c2ccccc2OC)cc1 (stereo unspecified) the results were S3 lipid droplet inconclusive.
Screening Cc1nc2ccccc2n1CC(O)c1ccccc1 (stereo unspecified) returned S3 lipid droplet inconclusive.
For CCN(CC)S(=O)(=O)c1cccc(C(=O)N2CC(O)CC2C(=O)OC)c1 (stereo unspecified) the results were S3 lipid droplet inconclusive.
`Cc1ccc(-c2cc(C(=O)NCCCN3CCOCC3)c3ccc(Cl)c(C)c3n2)cc1` gave S3 lipid droplet inconclusive.
For Cc1cc(SCCOc2ccc(Br)cc2)nc(N)n1 the results were S3 lipid droplet inactive and S3 lipid droplet cell count max 28.

3 compounds picked at random from those above, as already listed:
For COc1ccc(C(CCNCc2ccc(OC(C)C)cc2)c2ccccc2OC)cc1 (stereo unspecified) the results were S3 lipid droplet inconclusive.
`Cc1ccc(-c2cc(C(=O)NCCCN3CCOCC3)c3ccc(Cl)c(C)c3n2)cc1` gave S3 lipid droplet inconclusive.
Screening O=C(COC(=O)c1cc(-c2cccs2)nn1-c1ccccc1)Nc1ccc(Cl)c([N+](=O)[O-])c1 returned S3 lipid droplet inconclusive.

Compounds above that contain a thiophene ring, fused or not:
`Cc1ccc(C(=O)NNC(=O)c2cc3cc4ccccc4nc3s2)cc1` gave S3 lipid droplet inactive and S3 lipid droplet cell count max 28.
For C=CCn1c(SCc2ccccc2)nc2scc(-c3ccc(C)o3)c2c1=O the results were S3 lipid droplet 10% and S3 lipid droplet cell count max 12.
Screening O=C(COC(=O)c1cc(-c2cccs2)nn1-c1ccccc1)Nc1ccc(Cl)c([N+](=O)[O-])c1 returned S3 lipid droplet inconclusive.

Compound activity from PubChem.
